# Nrf2 ARE act – activates Nrf2 signaling; Potency, µM (doses to about 46.1 µM), for the others: top-dose activation, hits mostly activators; 0.31% of 410,000 active; AREc32 ARE-luciferase reporter (MCF7-derived line), luminescence, 24 h; note: % of control where 0% means no effect; nearly all actives have a fitted effect of over 65% in size
#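 ARE activation measured as luciferase luminescence (Steady-Glo, 30 min RT) in AREc32_Fluc cells after 24 hr compound exposure at 37 deg C, 5% CO2; cells seeded overnight at 1000/well in OPTI-MEM, 5% FBS.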
# MCF10A rereplic – DNA re-replication induction in MCF 10a cells; MCF 10A DNA re-replication, Hoechst nuclear intensity, 48 h; Potency, µM (series often up to 46.1 µM), inactives show top-dose activity, positive = re-replication, actives largely listed as activators; 2.9% of 350,000 active; note: % of control where 0% means no effect; nearly all actives have a fitted effect of over 50% in size
# Nrf2 inh – inhibitors of Nrf2 signaling; A549 ARE-Fluc reporter, luciferase luminescence, 18-24 h; Potency, µM (top dose mostly 46 µM), without a hit: top-dose activity change, negative = inhibition, usual class: inhibitors; 2.1% of 360,000 active; note: % is set by controls: 0 for no effect and ±100 for the full control effect; nearly all actives have a fitted effect of over 60% in size
#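 A549 ARE_Fluc cells (5000/well, 5% FBS OPTI-MEM) pre-incubated 2 h, then treated with compounds 18-24 h at 37C/5% CO2 in concentration-response. CellTiter-Fluor viability read first; BugLite luciferase luminescence after 15 min at room temperature gives Nrf2 activity.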
# S2 tox – cell viability loss in ATXN counter-screen; S2 cells (HEK-293 line with an ATXN2-luciferase reporter) viability, CellTiter-Fluor protease fluorescence, 24 h; Potency, µM (top dose mostly 56.7 µM), most hits filed as cytotoxic; 0.49% of 400,000 active; AID 651635; note: nearly all actives have a fitted effect of over 40% in size
# HepG2 viability – kills HepG2 cells in TGF-b inhibitor counter-screen; HepG2 CAGA-GFP viability, ATP luminescence, 18 h; Potency, µM (highest dose often 46.1 µM), for inactives: top-dose activity change, negative = cytotoxicity, most hits filed as cytotoxic; 0.76% of 410,000 active; AID 588856; note: some results filed as inactive show a strong effect at the top dose
#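 HepG2 CAGA-GFP cells (1000/well, DMEM with 1% FBS) received compound, then TGF-beta at 500 pg/mL final, and were incubated 18 hours at 37 degrees C. Viability was read by CellTiter-Glo luminescence. Media-only wells were set as complete cell-killing and DMSO as no toxicity.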
# ATXN2 expr inh – ATXN2 expression inhibition; HEK-293 ATXN2-luciferase reporter, luminescence, 24 h; Potency, µM (doses to about 57 µM), inactives show at the top dose activity change, negative = inhibition, most hits filed as inhibitors; 0.72% of 360,000 active; note: % is set by controls: 0 for no effect and ±100 for the full control effect; nearly all actives have a fitted effect of over 55% in size
#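 qHTS (up to 57 uM final) was run with 24 h compound exposure of reporter cells at 37 °C. Each well was multiplexed: SteadyGlo luminescence measured ATXN2-luciferase expression after a fluorogenic Gly-Phe-AFC viability readout (25 uM final).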
# TGFb SMAD3 inh – blocks TGF-b signaling; HepG2 CAGA-GFP TGF-b/SMAD3 reporter, GFP fluorescence, 18 h; TGF-beta stimulated, 500 pg/mL final; 1.2% of 410,000 active; Potency, µM (doses to about 46.1 µM), inactives show top-dose activity, negative = inhibition, usual class: inhibitors; note: % is set by controls: 0 for no effect and ±100 for the full control effect; nearly all actives have a fitted effect of over 65% in size
#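 TGF-beta reporter screen: HEPG2 CAGA-GFP, 1% FBS, 500 pg/mL TGF-beta final, 18 h; per-cell GFP summed per well; curves fitted and categorized by class.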
# EPAC2 antag – antagonists of human EPAC2; EPAC2 GEF exchange of Rap1B-BODIPY-GDP, fluorescence; Potency, µM (titrated, usually from 114 µM), inactives show top-dose activity, negative = inhibition, actives largely listed as inhibitors; 0.18% of 360,000 active; AID 720708; note: % is set by controls: 0 for no effect and ±100 for the full control effect; nearly all actives have a fitted effect of over 45% in size; many of its hits are not listed in these tables
# Target sequence (Q8WZA2 whole entry, looked up): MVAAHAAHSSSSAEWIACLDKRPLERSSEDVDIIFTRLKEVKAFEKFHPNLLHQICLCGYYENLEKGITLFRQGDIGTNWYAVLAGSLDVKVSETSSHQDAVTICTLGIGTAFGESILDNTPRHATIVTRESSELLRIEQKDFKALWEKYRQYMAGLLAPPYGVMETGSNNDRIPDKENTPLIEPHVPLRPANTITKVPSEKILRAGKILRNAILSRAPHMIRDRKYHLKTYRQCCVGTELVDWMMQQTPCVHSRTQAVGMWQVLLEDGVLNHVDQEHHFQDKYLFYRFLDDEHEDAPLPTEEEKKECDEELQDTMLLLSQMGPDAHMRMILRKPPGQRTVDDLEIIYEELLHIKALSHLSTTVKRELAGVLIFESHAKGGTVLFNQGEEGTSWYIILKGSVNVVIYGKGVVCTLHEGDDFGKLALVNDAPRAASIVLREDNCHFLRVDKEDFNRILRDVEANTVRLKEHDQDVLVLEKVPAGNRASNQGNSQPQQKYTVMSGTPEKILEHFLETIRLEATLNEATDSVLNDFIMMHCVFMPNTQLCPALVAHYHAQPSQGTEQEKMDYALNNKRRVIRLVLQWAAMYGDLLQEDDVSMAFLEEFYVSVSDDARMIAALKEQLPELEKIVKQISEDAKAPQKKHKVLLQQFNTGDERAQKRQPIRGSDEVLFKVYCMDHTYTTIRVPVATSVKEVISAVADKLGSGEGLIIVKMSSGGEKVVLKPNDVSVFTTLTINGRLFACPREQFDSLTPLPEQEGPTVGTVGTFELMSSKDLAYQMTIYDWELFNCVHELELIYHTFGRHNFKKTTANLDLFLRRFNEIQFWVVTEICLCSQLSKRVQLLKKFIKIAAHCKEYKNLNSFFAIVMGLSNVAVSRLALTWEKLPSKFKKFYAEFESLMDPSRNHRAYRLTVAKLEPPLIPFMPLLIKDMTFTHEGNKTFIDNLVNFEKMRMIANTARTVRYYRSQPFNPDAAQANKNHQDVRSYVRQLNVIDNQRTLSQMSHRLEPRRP
# A549 tox – A549 cytotoxicity, counter-screen for Nrf2 inhibitors; A549 ARE-Fluc cells, CellTiter-Fluor viability, 18-24 h; Potency, µM (doses to about 46 µM), inactives show at the highest dose activity change, negative = cytotoxicity, actives largely listed as inhibitors; 0.16% of 390,000 active; AID 504648; note: % is set by controls: 0 for no effect and ±100 for the full control effect
#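 A549 ARE_Fluc cells in 5% FBS OPTI-MEM were exposed to compounds in concentration-response for 18-24 h at 37 deg C. Viability was read by CellTiter-Fluor fluorescence (Ex 405/Em 525) after 30 min, before the luciferase read.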
# * marks the source's active call; other numbers are inactive results; i = inactive; u = inconclusive; x = no result given; & = joins results of further samples; ! = a repeat was not active; [ ] = another dose, or the depositor's remark. Calls come from the whole dose curve; as a rule, active = well fitted curve in the direction sought with a large enough effect; inconclusive = small, poorly fitted or top-dose-only effect, or another doubt; inactive = no such curve, though single readings can be large; an effect the other way counts as inactive or inconclusive. Potency is the fitted concentration of half-maximal effect. A portion of the library, so the mix of outcomes need not match the whole.
item	Compound	Nrf2 ARE act	MCF10A rereplic	Nrf2 inh	S2 tox	HepG2 viability
1	Cc1ccc(O)c(CN2CCC3CCC(C3)C2)c1 (centres undefined)	-0.6%	10%	2%	u	-4%
2	CCCCn1c(O)c(C(=O)/C=C/c2c[nH]c3ccccc23)c(=O)[nH]c1=O	11%	18µM*	9%	x	-16%
3	CCOC(=O)C1(CCOc2ccccc2)CCN(Cc2ccccc2OC)CC1	0.0%	11%	-3%	i	-51%
4	Cc1c(C(=O)O)cc(-c2ccccc2)n1Cc1ccccc1	-0.9%	-6%	-1%	i	-1%
5	CCC12CN3CCN(CC(C3)/C1=N\O)C2	0.2%	-7%	7%	i	-3%
6	Oc1c(Br)cc(Br)cc1Br	0.5%	u	u	i	2%
7	C=CCN1C(=O)C2(C(C(=O)OCC)=C(N)Oc3ccccc32)c2c1c1ccccc1oc2=O (centres undefined)	-0.2%	-2%	-7%	i	-11%
8	CCC(CC)N1CCN(C(=O)Cc2ccccc2)CC1	0.3%	10%	-17%	i	8%
9	O=c1cccc2n1CC1CC2CN(Cc2ccc3c(c2)OCO3)C1 (centres undefined)	-0.8%	1%	u	i	3%
10	C[N+]1(C)[C@@H]2CC(OC(=O)[C@H](CO)c3ccccc3)C[C@H]1[C@@H]1O[C@@H]12 (some centres undefined)	0.2%&-1.4%	-27%&-3%	-2%&12%	i	-30%&8%
11	N#CCP(=S)(c1ccccc1)c1ccccc1	0.1%	2%	-14%	i	8%
12	CCOc1ccc2oc(C(=O)NN3C(C)CCCC3C)c(C)c2c1 (centres undefined)	0.0%	6%	-23%	i	12%

item	ATXN2 expr inh	TGFb SMAD3 inh	EPAC2 antag	A549 tox
1	-1%	-10%	0%	-3%
2	-32%	11%	5%	-30%
3	u	u	4%	u
4	-12%	2%	-5%	-1%
5	5%	0%	2%	0%
6	-5%&9%	-5%	-14%	2%
7	1%	22%	-7%	1%
8	6%	-14%	8%	u
9	2%	3%	14%	u
10	2%&-8%&2%	-3%&-7%	-2%&2%	0%&-9%
11	0%	10%	-13%	2%
12	-7%	8%	-16%	0%

# Just S2 tox and MCF10A rereplic, for five of the compounds above:
item	compound	S2 tox	MCF10A rereplic
7	C=CCN1C(=O)C2(C(C(=O)OCC)=C(N)Oc3ccccc32)c2c1c1ccccc1oc2=O (centres undefined)	i	-2%
6	Oc1c(Br)cc(Br)cc1Br	i	u
9	O=c1cccc2n1CC1CC2CN(Cc2ccc3c(c2)OCO3)C1 (centres undefined)	i	1%
2	CCCCn1c(O)c(C(=O)/C=C/c2c[nH]c3ccccc23)c(=O)[nH]c1=O	x	18µM*
5	CCC12CN3CCN(CC(C3)/C1=N\O)C2	i	-7%

# Other compounds:
item	Compound	Nrf2 ARE act	MCF10A rereplic	Nrf2 inh	S2 tox	HepG2 viability
13	CC(C)C(=O)c1cn(Cc2ccccc2C#N)c2ccccc12	-0.3%	2%	-30%	i	1%
14	O=c1[nH]c(=S)n(-c2ccccc2F)c(O)c1C=NCc1ccco1	-0.9%	4%	9%	i	1%
15	CC(=O)N1c2ccc(S(=O)(=O)NCC3CCC(C(=O)Nc4cc(C)cc(C)c4)CC3)cc2CC1C (centres undefined)	4.1%	x	21µM*	x	-22%
16	O=C(c1ccc2c(c1)N(Cc1c(F)cccc1Cl)C(=O)c1ccccc1S2)N1CCC2(CC1)OCCO2	-0.3%	x	21µM*	i	-16%
17	COc1cccc(N2C(=O)NC(=O)/C(=C/c3ccc4c(c3)Cc3ccccc3-4)C2=O)c1	3.1%	7%	5%	i	-10%
18	CN1C(=O)C(=Cc2cccnc2)C(=O)N(C)C1=O	-2.2%	-4%	1%	u	11%
19	CC(C)COC(=O)N1Cc2ccccc2-n2nncc2C1	7.1%	x	x	i	-7%
20	O=C(N/N=C/c1c(O)n(Cc2ccccc2)c(=O)[nH]c1=O)c1ccncc1	-0.7%	1%	2%	x	-15%
21	COC12C(COC(N)=O)C3=C(C(=O)C(C)=C(N)C3=O)N1CC1C2N1C (centres undefined)	2.5%	-17%	0%	u	-66%
22	O=C(COc1ccc(Cl)cc1)NCCc1cnc[nH]1	-0.7%	4%	17%	i	-1%
23	CC(=O)c1ccc(OCC(=O)N2CCCC(N(C)Cc3ccccc3)C2)cc1 (centres undefined)	-0.8%	6%	3%	i	-7%
24	CCC(C)n1c(O)c(C(c2ccccn2)c2c(O)n(C(C)CC)c(=S)[nH]c2=O)c(=O)[nH]c1=S (centres undefined)	-0.1%	12%	-4%	i	2%

item	ATXN2 expr inh	TGFb SMAD3 inh	EPAC2 antag	A549 tox
13	-21%	-3%	-5%	-1%
14	-6%	-3%	-7%	-1%
15	x	-23%	x	-2%
16	-37%	-15%	x	u
17	27%	-4%	-21%	6%
18	-13%	2%	-2%	-6%
19	5%	-3%	-6%	x
20	-22%	3%	-9%	-8%
21	6.3µM*	-29%	8%	-23%
22	13%	4%	4%	5%
23	5%	-21%	-6%	-3%
24	0%	2%	6%	-6%

# A different layout for some results above:
no.	SMILES	Nrf2 ARE act	MCF10A rereplic	Nrf2 inh	S2 tox	HepG2 viability	ATXN2 expr inh	TGFb SMAD3 inh	EPAC2 antag	A549 tox
13	CC(C)C(=O)c1cn(Cc2ccccc2C#N)c2ccccc12	-0.3%	2%	-30%	i	1%	-21%	-3%	-5%	-1%
19	CC(C)COC(=O)N1Cc2ccccc2-n2nncc2C1	7.1%	x	x	i	-7%	5%	-3%	-6%	x

# New compounds follow:
item	Compound	Nrf2 ARE act	MCF10A rereplic	Nrf2 inh	S2 tox	HepG2 viability
25	Oc1ccc2c3c1O[C@H]1c4[nH]c5ccccc5c4C[C@@]4(O)[C@@H](C2)N(CC2CC2)CC[C@]314	0.3%	11%	-21%	i	-3%
26	CC(C)C/C(=N/O)c1c[nH]c2ccccc12	9.3%	25%	12%	i	6%
27	c1ccc(C[n+]2ccccc2)cc1	3.1%	1%	u	i	-1%
28	O=C(O)/C=C\C(=O)Nc1ccc(Oc2ccc(Br)cc2)cc1	3.9%	2%	u	i	1%
29	C[C@@H]1CN([C@@H](C)CO)C(=O)CCCn2nncc2CO[C@H]1CN(C)C(=O)Nc1ccc(N2CCCCC2)cc1	0.1%	x	x	i	-18%
30	CCCCn1c(NC(=O)c2ccc(Br)o2)c(C(=O)OCC)c2nc3ccccc3nc21	0.7%	18µM*!	u	x	-19%
31	O=C(c1ccc(Cl)cc1)C12CN3CN(CN(C3)C1)C2	-0.5%	15%	8%	i	0%
32	C[C@]12CCC3[C@@H](CCC4=CC(=O)CC[C@@]43C=O)C1CCC2=O (some centres undefined)	9.2%	2%	-19%	i	2%
33	Cc1ccc(C(=O)O)cc1N=Nc1c(O)[nH]c(=O)[nH]c1=O	-0.4%	-6%	5%	u	1%
34	Cc1nc(-c2cccc(CN(C)C(=O)Oc3ccc([N+](=O)[O-])cc3)c2)no1	1.0%	x	x	i	x
35	CC(C)(C)C(=O)Cn1c(NCCCl)nc2ccccc21	0.0%	-2%	-11%	i	1%
36	CN(C)C(Cc1ccccc1)C(=O)c1ccccc1 (centres undefined)	4.6%	4%	25%	i	-9%

item	ATXN2 expr inh	TGFb SMAD3 inh	EPAC2 antag	A549 tox
25	5%	-2%	-10%	-4%
26	1%	-10%	-3%	0%
27	8%	-20%	12%	1%
28	3%	-3%	-2%	-4%
29	-1%	-3%	-5%	x
30	-35%	-4%	u	4%
31	-11%	-1%	2%	-6%
32	x	-2%	-8%	11%
33	-11%	-9%	16%	u
34	-18%	x	6%	x
35	-3%[11.3 µM]	-3%	4%	-9%
36	13%	-13%	-2%	0%

# Further results follow:
item	Compound	Nrf2 ARE act	MCF10A rereplic	Nrf2 inh	S2 tox	HepG2 viability
37	C[C@]12CCC3C(CC[C@@H]4[C@H]5O[C@H]5CC[C@]34C)C1CC[C@@H]2O (some centres undefined)	-0.7%	20%	7%	i	-2%
38	CCOc1ccc(N(CC)S(=O)(=O)c2ccc3c(c2)oc(=O)n3C)cc1	-0.1%	u	-29%	i	-13%
39	COc1ccc(CNC(=O)CCC(=O)N2C[C@H]3C[C@H](C2)c2cccc(=O)n2C3)cc1OC	0.5%	u	3%	i	2%
40	COc1ccccc1-n1c(Cc2ccccc2)nc2ccccc2c1=O	-1.0%	4%	0%	i	-23%
41	C#C[C@]1(O)CCC2C3CC=C4C[C@H](O)CC[C@]4(C)C3CC[C@@]21C (some centres undefined)	0.1%	14%	-6%	i	-92%
42	O=C(c1ccc2c3c(cccc13)CC2)C1CCCN(Cc2ncc[nH]2)C1 (centres undefined)	3.0%	u	-19%	i	-35%
43	CCn1c(=O)cc(SCC(=O)N2CCC3(CC2)OCCO3)c2ccccc21	9.0%	-24%	x	i	-34%
44	COc1ccc(N(CC(=O)Nc2cccc(SC)c2)S(C)(=O)=O)cc1Cl	-0.2%	-1%	u	i	8%
45	CC(C)OP(=O)(OC(C)C)C(Nc1ccccc1)c1cccc([N+](=O)[O-])c1 (centres undefined)	4.5%	8%	-15%	i	-16%
46	Cc1cc2c(cc1C)NP(=S)(c1ccccc1)N2	-0.5%	1%	u	i	-48%
47	COc1ccc(C2(c3cccc(O)c3OC)CCN(C(C)=O)CC2)cc1O	0.6%	26%	13%	i	8%
48	Cc1ccc(OC(=O)N(C)C[C@H]2OCc3cnnn3CCCC(=O)N([C@@H](C)CO)C[C@H]2C)cc1	0.4%	x	x	i	-32%
49	CC1CN(C(=O)c2ccc(S(=O)(=O)Nc3ccccc3F)cc2)CC(C)O1 (centres undefined)	0.2%	-1%	-3%	u	10%
50	Cn1c2ccccc2c2c(C(=O)N3CCC4(CC3)OCCO4)cn(C3CCCCC3)c(=O)c21	0.0%	u	-19%	i	-20%

item	ATXN2 expr inh	TGFb SMAD3 inh	EPAC2 antag	A549 tox
37	-6%	-30%	0%	-1%
38	-14%	18%	-2%	-1%
39	0%	6%	15%	1%
40	-22%	-1%	-30%	-11%
41	7%	-12%	4%	12%
42	-32%	u	-1%	-11%
43	50%[activator]	-1%	2%	10%
44	-15%	-10%	0%	-9%
45	-15%	16%	-13%	-17%
46	62%[activator]	0%	u	-6%
47	1%	-1%	3%	-2%
48	4%	-7%	1%	x
49	6%	17%	16%	1%
50	5%	-6%	-9%	-11%
